Screens as filed in PubChem BioAssay.
PG9 Ab binder: binders of HIV-1 gp120 antibody PG9, primary screen, biochemical, TR-FRET; HIV-1 gp120 / PG9 antibody interaction; TR-FRET gp120-PG9 antibody binding; inhibition, % at 6.7 µM; actives 0.43% (n = 360,000); AID 624416, 2012; in the data active = inhibition above about 8.5%
NPR2 activator: human GC-B receptor activators, primary screen, HEK293 GC-B cells, cGMP TR-FRET, EC30 CNP | Atrial natriuretic peptide receptor 2 (Homo sapiens), P20594 | 0% at EC30 CNP, 100% saturating CNP | activation, % at 10 µM | actives 0.11% (n = 370,000) | AID 1920062, 2024;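 active = activation at 10 µM reaching about 35% in either raw or pattern-adjusted values, limit read from the data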
rCAG RNA binder: binders of r(CAG) RNA repeats, primary screen, biochemical, fluorescence; r(CAG) RNA repeat, TO-PRO-1 dye displacement fluorescence; inhibition, % at 3 µM; actives 1.3% (n = 370,000); AID 651821, 2012;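 active = inhibition above the plate cutoff, the mean of all test compounds on that plate plus 3 SD, cut at about 35% in these data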;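 note: 0% = DMSO alone and 100% = 100 µM mitoxantrone as full dye displacement; higher means more dye released from RNA so lower well fluorescence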
NPR1 activator: GC-A stimulated cGMP production enhancers – HEK293 GC-A cells, cGMP TR-FRET, EC30 ANP, primary screen. Atrial natriuretic peptide receptor 1 (Homo sapiens), P16066. 0% at EC30 ANP, 100% saturating ANP. activation, % at 10 µM. actives 0.14% (n = 370,000). AID 1671463, 2021; in the data active = activation above about 40%
ARFGAP1 inhibitor: inhibitors of rat ARFGAP1 GAP activity, primary screen, biochemical, fluorescence polarization, GDP tracer; inhibition, % at 16.5 µM; AID 651572, 2012; actives 0.26% (n = 360,000); ADP-ribosylation factor GTPase-activating protein 1 (Rattus norvegicus), Q62848; Arfgap1-stimulated ARF1 GTP hydrolysis, GDP FP detection;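 active = inhibition above a per-plate limit, mean inhibition of low control wells plus 3 SD, cut at about 25% in these data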;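 note: 0% = DMSO wells with enzyme and 100% = wells lacking Arfgap1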
Target sequence (Q62848 1-136 limits assumed): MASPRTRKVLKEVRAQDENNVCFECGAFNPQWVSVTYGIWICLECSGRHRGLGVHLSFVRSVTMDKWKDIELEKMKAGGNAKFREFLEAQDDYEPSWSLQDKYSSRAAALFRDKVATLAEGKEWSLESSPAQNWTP
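Assay system: purified rat His6-Arfgap1 residues 1-136 (GAP domain); Reagent: human Δ17 ARF1 bound to GTP; Dosing: 16.5 µM single point, 1.26% DMSO; Times: GTP hydrolysis reaction 2 h at 25 °C; Signal: FP, GDP Alexa 633 tracer displaced from anti-GDP antibody, 620/688 nm; Measure: % inhibition from polarization.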
ASAP1 GAP inh: inhibitors of human ASAP1 ArfGAP activity, primary screen, biochemical, fluorescence polarization; Arf-GAP with SH3 domain, ANK repeat and PH domain-containing protein 1 (Homo sapiens), …; ASAP1-stimulated ARF1 GTP hydrolysis, GDP FP detection; inhibition, % at 16.5 µM; actives 0.19% (n = 360,000); AID 624377, 2012; in the data active = inhibition above about 25%;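 note: 0% = vehicle with enzyme and substrate and 100% = no enzyme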
mABHD4 FP: ABHD4 inhibitors, primary screen, biochemical, fluorescence polarization, mouse; inhibition, % at 8.92 µM; actives 0.54% (n = 370,000); (Lyso)-N-acylphosphatidylethanolamine lipase (Mus musculus), Q8VD66; purified mABHD4, FP-Rh probe fluorescence polarization;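 active = inhibition exceeding the mean over every tested compound plus 3 SD, cut at about 30% in these data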;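 note: 0% = plate median of compound wells and 100% = S159A mutant with DMSO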
Target sequence (Q8VD66 whole entry, looked up): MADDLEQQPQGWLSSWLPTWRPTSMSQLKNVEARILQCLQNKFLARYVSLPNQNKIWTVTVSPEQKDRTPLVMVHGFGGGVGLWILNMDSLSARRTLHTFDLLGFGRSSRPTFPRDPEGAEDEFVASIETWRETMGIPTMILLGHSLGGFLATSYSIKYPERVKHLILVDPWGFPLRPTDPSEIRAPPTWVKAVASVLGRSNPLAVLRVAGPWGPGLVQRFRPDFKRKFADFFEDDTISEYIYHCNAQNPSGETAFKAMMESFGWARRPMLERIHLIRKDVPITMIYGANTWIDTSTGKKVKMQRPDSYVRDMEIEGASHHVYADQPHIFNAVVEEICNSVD
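Doses – 8.92 µM, single dose · Material – wild-type mouse ABHD4 protein · Replication – single well per compound (singlicate) · Measure – percent inhibition of probe binding, normalized to plate controls · Schedule – 45 min compound pre-incubation plus 60 min probe step, 25 °C · Detection – fluorescence polarization with parallel and perpendicular emission, 525/598 nm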
Rev-erbA mod: modulators of Rev-erb alpha DNA binding, primary screen, biochemical, FITC-DNA, fluorescence polarization, uHTS; Nuclear receptor subfamily 1 group D member 1 (Homo sapiens), P20393; Rev-erbα–FITC-DNA binding, 90 min; activity, % at 10 µM; actives 0.79% (n = 370,000); AID 1259318, 2017;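 active = activity above about 14%, limit read from the data; passing the limit was not always enough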;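 note: 0% = DMSO wells with 35 nM protein and 100% = DMSO wells with 750 nM protein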
SMARCA2 activ: SMARCA2 (BRM) function activators, primary screen, cell-based, luminescence, high throughput. MG213 cells, MMTV-luciferase reporter, dexamethasone, overnight. activation, % at 9.1 µM. actives 1% (n = 370,000). AID 652017, 2013; in the data active = activation above about 7.8%;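 note: 0% = vehicle wells and 100% = reference activator wells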
HTRA1 inhibitor: HTRA1 serine protease inhibitors, primary screen, biochemical, fluorescence polarization, HTS. Q92743. recombinant HTRA1, FP-rhodamine activity-based probe. inhibition, % at 5.96 µM. actives 0.5% (n = 340,000). AID 504803, 2011; in the data active = inhibition above about 36%;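 note: 0% = enzyme with DMSO and 100% = wells lacking enzyme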
Target sequence (Q92743 whole entry, looked up): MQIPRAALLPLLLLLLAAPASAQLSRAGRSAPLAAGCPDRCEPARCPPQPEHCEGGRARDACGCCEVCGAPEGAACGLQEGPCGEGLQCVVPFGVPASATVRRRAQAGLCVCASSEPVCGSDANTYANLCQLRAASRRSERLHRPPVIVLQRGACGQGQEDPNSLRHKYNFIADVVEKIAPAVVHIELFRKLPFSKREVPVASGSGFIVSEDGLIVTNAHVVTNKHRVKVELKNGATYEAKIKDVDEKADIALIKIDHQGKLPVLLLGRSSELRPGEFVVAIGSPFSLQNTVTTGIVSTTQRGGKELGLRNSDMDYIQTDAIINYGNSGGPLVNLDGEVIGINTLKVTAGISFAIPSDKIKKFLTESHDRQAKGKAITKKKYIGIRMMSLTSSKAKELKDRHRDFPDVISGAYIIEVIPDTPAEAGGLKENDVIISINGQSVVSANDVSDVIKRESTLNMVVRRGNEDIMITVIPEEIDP
* = called active by the depositor; . = not tested or not shown.

SMILES	PG9 Ab binder	NPR2 activator	rCAG RNA binder	NPR1 activator	ARFGAP1 inhibitor	ASAP1 GAP inh	mABHD4 FP	Rev-erbA mod	SMARCA2 activ	HTRA1 inhibitor
O=C(Nc1cccc(C(=O)N2CCCC2)c1)C1CCC1	-0.6	1	1	4	9	-6	-3	7	-3	1
O=C(CCCOc1ccccc1)NCCc1nc2ccccc2[nH]1	2.3	3	-3	3	11	3	6	-1	-5	-7
O=C(COc1ccc(F)cc1Br)NCC1(N2CCCCC2)CCCCC1	-0.2	-2	0	0	3	4	-2	-1	-3	7
O=C(O)c1cc(NC(=O)c2ccccc2[N+](=O)[O-])ccc1O	-1.6	5	2	0	3	-5	6	0	-3	-1
CC(NC(=O)C(NC(=O)C(Cc1c[nH]c2ccccc12)NC(=O)OC(C)(C)C)C(C)C)C(N)=O (stereo unspecified)	-0.2	4	-6	3	6	-1	0	1	2	-1
CCc1nc2ccc(C(=O)Nc3cc(-c4ccccc4)ccc3OC)cn2c1N(C)Cc1ccc(OC)cc1	-1.9	1	7	-3	6	-14	19	7	-5	.
COC(=O)c1ccc(CSc2nc3ccccc3c(=O)n2C)o1	-1.2	3	2	-6	-6	2	-3	2	-1	-2
CC(=O)Nc1cnc(-c2cccc(C(=O)N3CCOCC3)c2)cn1	1.9	-4	3	-1	18	-4	10	2	-2	.
CC1CC(=O)C2=C(C1)Nc1ccccc1N(C(=O)COc1ccccc1)C2c1ccco1 (stereo unspecified)	-1.0	-6	0	-12	-7	5	-3	14	3	0
O=C(CCC1CCCN(C(=O)c2ccco2)C1)NCc1ccccc1F (stereo unspecified)	0.1	3	-1	3	6	-16	-3	-3	-3	2
Nc1ccc(CC2SC(=O)NC2=O)cc1 (stereo unspecified)	-0.3	1	4	-1	-7	-3	8	-1	-4	1
CC(C)Sc1nnc(SCC(=O)NCCCN2CCCC2=O)s1	-1.4	-6	1	1	-5	-3	7	-1	2	-3
NC(=O)c1ccccc1NC(=O)CCn1c(=S)oc2ccccc21	-2.8	-4	3	-1	6	12	0	-6	0	5
Cc1ccc(/C=C/C(=O)NCc2ccco2)o1	-0.7	1	13	4	5	11	9	-1	0	.
Cc1ccc(N(CC(=O)N2CCc3ccccc3C2)S(C)(=O)=O)cc1	-0.9	9	-7	-2	3	5	-4	-7	-2	5
C[C@H](NC(=O)c1ccco1)C(=O)Nc1ccc2c(c1)OCO2	-3.9	1	-3	2	-1	-15	-4	-9	-1	-3
O=C(CSc1ncnc2scc(-c3ccccc3)c12)Nc1ccc(C(=O)O)cc1	-0.6	-4	35*	-3	0	-10	-28	-2	-2	-6
COc1ccc2c(c1)/C(=N/OC(=O)c1cccs1)CCC2	-1.6	-4	-5	0	14	-3	0	-4	0	-19
Cc1ccc(S(=O)(=O)N2C[C@H]3C(=O)C[C@@H]4C(=O)N(c5ccccc5)C(=O)[C@@H]4[C@@H]3C[C@H]2c2cccc(Cl)c2)cc1	-1.1	-2	16	-4	-13	5	3	-3	-4	.
COc1cc(C#N)ccc1OC(=O)Cc1cc(OC)c(OC)c(OC)c1	-1.8	4	-2	4	4	-4	8	2	2	7
COc1cc(OC)c(NC(=O)C(Sc2nc(C)cc(C)c2C#N)c2ccccc2)cc1Cl (stereo unspecified)	-1.9	9	1	8	9	4	0	7	0	.
COc1ccc(C2NCCc3c2[nH]c2ccccc32)cc1COc1ccc(F)cc1 (stereo unspecified)	-2.1	-13	17	-11	11	2	23	-8	3	-7
CCn1ccc(C(=O)Nc2ccc(N(C)C(C)=O)cc2)n1	0.0	-1	-1	0	-3	-15	5	-3	1	3
O=C(CN1C(=O)c2ccccc2S1(=O)=O)N1CCN(c2cccc(Cl)c2)CC1	-0.8	-1	-2	-1	-8	-3	4	3	0	8
CN(C)C(=O)c1c(-c2ccccc2)oc2ccc(O)cc12	-0.4	6	2	2	-3	1	-4	3	0	-9
CCCCCOC(=O)C1=C(C)Nc2ncnn2C1c1cccs1 (stereo unspecified)	0.2	-1	-5	-6	4	6	-2	3	-3	-16
O=C(NC(c1ccc(-c2ccccc2)cc1)c1cnccn1)C1CCN(CCN2C(=O)c3ccccc3C2=O)CC1 (stereo unspecified)	-0.1	7	5	1	2	8	-2	-2	-3	.
O=C(CN(c1ccc2c(c1)OCCO2)S(=O)(=O)c1ccccc1)NCC1CCCO1 (stereo unspecified)	1.1	4	-2	1	3	9	4	-1	2	6
CNC(=O)N1c2ccccc2C=Cc2ccccc21	-0.9	1	-3	4	-4	-10	2	2	2	6
O=C(N/N=C/c1ccc(OC(=O)c2ccccc2Cl)cc1)c1cc(O)cc(O)c1	-2.7	-5	33	-3	10	-1	-22	-16	0	-14
CC(=O)Nc1nc2ccccc2n1Cc1ccc(Cl)cc1	1.5	4	-1	0	-3	0	-6	-4	1	-9
CCN(CC)CCNC(=O)c1cc2c(-c3ccc(Cl)cc3)nn(C)c2s1	-0.5	-31	7	-12	3	4	0	-4	11*	-17
CCCCOC(=O)Nc1ccc(S(=O)(=O)Nc2onc(C)c2C)cc1	0.2	1	9	3	-3	5	-1	-5	-1	-4
Cc1cc(-c2nnc(SCC(=O)Nc3ccccc3C)n2N)n[nH]1	-0.8	-4	1	2	4	-6	1	-7	-1	3
COc1ccccc1N1CC(O)=C(c2nc3ccccc3c(=O)[nH]2)C1=N	-0.7	-2	5	7	-3	-5	-6	0	4	-19
Cc1ccc(CN2C(=O)CCC2C(=O)N2CCN(c3ccc(F)cc3)CC2)cc1 (stereo unspecified)	0.2	7	-7	-5	1	-11	2	0	0	-1
CCOC(=O)c1cc([N+](=O)[O-])sc1N	-2.2	1	-1	3	8	-3	6	5	1	4
C[C@@H](NC(=O)OC(C)(C)C)C(=O)NCC1CCC(C(=O)N[C@@H](Cc2ccccc2)C(=O)O)CC1 (stereo partly specified)	-1.7	0	-4	-1	3	2	5	-5	1	4
COc1ccc(-c2coc3c(C(=O)NCc4ccccc4)cccc23)c(C)c1	0.6	6	5	5	9	7	-24	-3	-3	.
O=C(Nc1ccc(Cn2ccnc2)cc1)c1cccc(C(F)(F)F)c1	-1.1	3	-3	5	-7	-8	0	-1	1	-3
O=C1C[C@@H]2CCN3C(=O)CCC[C@@H]([C@H]23)[C@H]1Cc1ccccc1	0.0	5	1	4	0	6	7	-4	-3	2
O=C(Nc1ccc(-n2cccn2)cc1)C1CCCCN1Cc1cccc2cccnc12 (stereo unspecified)	0.4	8	0	5	-5	3	-4	4	-2	-42
COc1ccc(CCCNC(=O)C2Cc3c(-c4cccc(C(N)=O)c4)ccnc3O2)cc1 (stereo unspecified)	0.6	-6	3	-5	-6	1	7	-2	-2	.
CN(CC(=O)Nc1ccc(Cl)cc1)Cc1cc(=O)n2ccsc2n1	1.2	-12	0	0	-5	-5	-2	1	-1	10
COc1ccc(N(CC(=O)Nc2cc(C)cc(C)c2)S(=O)(=O)c2ccccc2[N+](=O)[O-])c(OC)c1	-3.2	-5	15	1	17	3	-13	-8	4	-28
CCOC(=O)CN1C(=O)C(CC)Oc2ccccc21 (stereo unspecified)	-1.2	-3	-2	5	3	1	2	1	-3	-2
COc1ccc(NC(=O)C#Cc2ccccc2)cc1	-0.2	0	-6	9	2	6	-7	1	4	4
COc1ccc(N2CCN(C(=O)c3ccc(NS(=O)(=O)c4ccccc4)cc3)CC2)cc1	-1.3	-2	11	-3	-1	-2	-2	-5	2	7

Sorted by formula weight (descending): twelve of the compounds above.
SMILES	PG9 Ab binder	NPR2 activator	rCAG RNA binder	NPR1 activator	ARFGAP1 inhibitor	ASAP1 GAP inh	mABHD4 FP	Rev-erbA mod	SMARCA2 activ	HTRA1 inhibitor
CC1CC(=O)C2=C(C1)Nc1ccccc1N(C(=O)COc1ccccc1)C2c1ccco1 (stereo unspecified)	-1.0	-6	0	-12	-7	5	-3	14	3	0
O=C(N/N=C/c1ccc(OC(=O)c2ccccc2Cl)cc1)c1cc(O)cc(O)c1	-2.7	-5	33	-3	10	-1	-22	-16	0	-14
COc1ccc(C2NCCc3c2[nH]c2ccccc32)cc1COc1ccc(F)cc1 (stereo unspecified)	-2.1	-13	17	-11	11	2	23	-8	3	-7
Cc1ccc(N(CC(=O)N2CCc3ccccc3C2)S(C)(=O)=O)cc1	-0.9	9	-7	-2	3	5	-4	-7	-2	5
COc1cc(C#N)ccc1OC(=O)Cc1cc(OC)c(OC)c(OC)c1	-1.8	4	-2	4	4	-4	8	2	2	7
O=C(CCCOc1ccccc1)NCCc1nc2ccccc2[nH]1	2.3	3	-3	3	11	3	6	-1	-5	-7
COc1ccc2c(c1)/C(=N/OC(=O)c1cccs1)CCC2	-1.6	-4	-5	0	14	-3	0	-4	0	-19
CCn1ccc(C(=O)Nc2ccc(N(C)C(C)=O)cc2)n1	0.0	-1	-1	0	-3	-15	5	-3	1	3
CCOC(=O)CN1C(=O)C(CC)Oc2ccccc21 (stereo unspecified)	-1.2	-3	-2	5	3	1	2	1	-3	-2
COc1ccc(NC(=O)C#Cc2ccccc2)cc1	-0.2	0	-6	9	2	6	-7	1	4	4
Cc1ccc(/C=C/C(=O)NCc2ccco2)o1	-0.7	1	13	4	5	11	9	-1	0	.
CCOC(=O)c1cc([N+](=O)[O-])sc1N	-2.2	1	-1	3	8	-3	6	5	1	4
